Source: PubChem BioAssay
RAM inhibit = yeast RAM network inhibition; 190,000 compounds, 1.8% hits; inhibition, % at 50 µM; S. cerevisiae dse1pr::URA3 reporter, 5-FOA growth OD615, 2 d; analog-sensitive cbk1-as2 kinase mutant strain;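 active = inhibition above a set limit, 3 SD over mean compound inhibition, cut at about 8.4% in these data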;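 also: 0% = DMSO-only wells with no growth and 100% = 10 µM 1-NA-PP1 full growth; inhibition rescues growth on 5-FOA so higher OD means more RAM inhibition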
DTT redox prof = compounds producing H2O2 with reducing agent – biochemical, NIH compound library profiling, artefact control for MLSCN library redox annotation, primary screen; DTT-dependent redox cycling H2O2, phenol red/HRP absorbance; 100% = 100 µM peroxide control, 0% = buffer; activation, % at 10 µM; 200,000 compounds, 0.03% hits;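 active = activation of at least 50% relative to the plate's high and low controls in the primary single-dose screen; inactive = activation below 50%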;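 also: compound incubated with DTT at 0.8 mM final as the reducing agent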
Hsp70 act = switches on Hsp70 transcription; activation, % at 10 µM; HeLa Hsp70 promoter luciferase reporter, luminescence; scaled: vehicle 0, proteasome-inhibitor control 100%; 200,000 compounds, 0.04% hits;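 active = activation above the mean across all tested compounds plus 3 SD, cutoff set per campaign, cut at about 5.5% in these data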;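 also: 100% = MG132 at 30 µM as the positive control and 0% = DMSO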
PMI activator = activators of human phosphomannose isomerase | purified human PMI, coupled resazurin fluorescence, 20 min; active compounds read high; 1 = vehicle control, 0 substrate-free wells | 190,000 compounds, 0.005% hits | AID 1214 | activation factor at 20 µM | P34949;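 active = activation factor of 2 or more at 20 µM, relative to plate controls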
S1P3 antag = antagonists of human S1P3 receptor | CHO S1P3 NFAT-BLA reporter, FRET fluorescence, antagonist mode | inhibition, % at 4.98 µM | 170,000 compounds, 0.27% hits | AID 485;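 active = inhibition above the plate cutoff, the mean inhibition of test wells on that plate plus 3 SD, cut at about 28% in these data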;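 also: cells challenged with S1P at its EC80 of 0.8 µM; blue over green emission ratio from cleaved BLA substrate after 4 h stimulation; 0% = S1P-stimulated wells and 100% = unstimulated DMSO-only wells; some compounds past the cut are filed as inactive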
Target sequence (Q99500 whole entry, looked up): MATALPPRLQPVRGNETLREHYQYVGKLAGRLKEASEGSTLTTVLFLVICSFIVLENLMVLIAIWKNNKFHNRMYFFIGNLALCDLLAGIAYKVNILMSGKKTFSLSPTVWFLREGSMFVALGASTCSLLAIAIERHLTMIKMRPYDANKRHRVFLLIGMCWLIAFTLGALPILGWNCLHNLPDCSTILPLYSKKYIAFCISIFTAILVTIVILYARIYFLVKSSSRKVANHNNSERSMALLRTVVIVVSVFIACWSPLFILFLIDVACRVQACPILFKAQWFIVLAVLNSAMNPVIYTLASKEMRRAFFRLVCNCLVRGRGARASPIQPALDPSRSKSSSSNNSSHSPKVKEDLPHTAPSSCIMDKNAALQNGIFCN
HMGR II inh = inhibitors of class II HMG-CoA reductase from Enterococcus faecalis; AID 1066; purified E. faecalis HMGR, NADPH absorbance 340 nm kinetic; 190,000 compounds, 0.41% hits; inhibition, % at 10 µM;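 active = inhibition above a set limit, the median over all tested compounds plus 3 SD, cut at about 9.5% in these data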;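 also: enzyme runs in reverse so mevalonate oxidation gives rising NADPH absorbance; 0% = complete reaction with DMSO and 100% = background rate lacking mevalonate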
TNAP inh hiacc = inhibitors of human TNAP at high phosphate acceptor concentration; P05186; purified TNAP, CDP-star luminescence, 1 M DEA; inhibition, % at 20 µM; 200,000 compounds, 0.03% hits;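 active = over 50% inhibition of tissue-nonspecific alkaline phosphatase at 20 µM in the single-dose screen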;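 also: plate controls were DMSO wells for no effect and EDTA-quenched wells as full inhibition for full effect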
Target sequence (P05186 whole entry, looked up): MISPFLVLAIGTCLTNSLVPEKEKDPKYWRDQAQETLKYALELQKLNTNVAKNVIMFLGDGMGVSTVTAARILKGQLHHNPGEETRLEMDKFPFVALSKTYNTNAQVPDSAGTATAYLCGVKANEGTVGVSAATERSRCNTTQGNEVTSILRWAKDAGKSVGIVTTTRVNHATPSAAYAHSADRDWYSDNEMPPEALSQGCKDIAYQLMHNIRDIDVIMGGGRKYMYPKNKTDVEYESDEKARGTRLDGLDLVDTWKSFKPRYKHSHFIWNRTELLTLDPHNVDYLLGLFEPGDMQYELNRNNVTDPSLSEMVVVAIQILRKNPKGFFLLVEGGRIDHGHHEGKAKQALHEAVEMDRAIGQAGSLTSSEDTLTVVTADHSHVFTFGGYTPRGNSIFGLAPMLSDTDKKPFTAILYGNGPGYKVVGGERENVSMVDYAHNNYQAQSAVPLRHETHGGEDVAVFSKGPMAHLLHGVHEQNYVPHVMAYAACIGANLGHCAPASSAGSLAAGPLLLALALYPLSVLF
PMI act hi M6P = activators of human phosphomannose isomerase at near-saturating mannose 6-phosphate; coupled PMI enzyme assay, resazurin fluorescence, 20 min; active compounds read high; 1 = untreated enzyme, 0 = substrate-free blank; 190,000 compounds, 0.34% hits; P34949; activation factor at 20 µM;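 active = activation factor of 2 or more at 20 µM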
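Test system: human phosphomannose isomerase with PGI, G6PDH, diaphorase coupling enzymes / Doses: 20 µM compound, 1% DMSO / Times: enzyme reaction with compound 20 min at room temperature / Measured by: Diaphorase-driven resazurin-to-resorufin fluorescence, excitation 544, emission 590 nm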
L major viab = inhibitors of Leishmania major promastigote growth | Leishmania major promastigotes, resazurin fluorescence viability | 200,000 compounds, 9% hits | AID 1063 | inhibition, % at 10 µM; in the data active = inhibition above about 50%;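 also: promastigotes grown with compound for 44 hours at 28 °C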
TNAP inh noacc = TNAP (human) inhibition, acceptor-free conditions; P05186; purified TNAP, CDP-star luminescence, 30 min; inhibition, % at 20 µM; 200,000 compounds, 0.26% hits; AID 1012;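 active = tissue-nonspecific alkaline phosphatase inhibition above about 50% at 20 µM in the single-dose screen, limit read from the data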;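 also: 0% = DMSO negative control and 100% = EDTA positive control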
Active calls of the source: *; . = no result given.

Value order – RAM inhibit	DTT redox prof	Hsp70 act	PMI activator	S1P3 antag	HMGR II inh	TNAP inh hiacc	PMI act hi M6P	L major viab	TNAP inh noacc
(1) C=CCOc1ccc(C2CC(C)=NN2c2ccccc2)cc1 (stereo unspecified)
→ 1.2	-0.1	-0.3	1	-9.9	2.1	-3.4	1	-6.0	-4.7
(2) Cc1nc2c(F)c(F)c(C(F)(F)F)c(F)c2[nH]1
→ 0.7	-0.7	0.1	1	-0.2	-5.8	2.0	0.9	38.6	-2.7
(3) O=C(C1=C[C@H](c2csc3ccccc23)C[C@H](OCCCCO)O1)N1CCOCC1
→ 1.4	-1.8	-0.3	0.9	-17.8	-1.1	-8.4	0.9	-10.3	-10.1
(4) CCCCn1c(N)c(N(CC)C(=O)c2cccc(OC)c2)c(=O)[nH]c1=O
→ 1.0	0.1	0.1	1.1	-2.8	-2.2	-0.8	1.1	-5.7	-8.6
(5) Cc1cccn2cc(-c3ccc(NC(=O)Cc4ccccc4)cc3)nc12
→ 0.5	0.2	-0.2	1	12.3	-0.3	-6.5	1.1	-8.5	-9.7
(6) COc1ccc(Cn2nnnc2C(c2cc3ccc(OC)cc3[nH]c2=O)N2CCCCCC2)cc1 (stereo unspecified)
→ 2.0	2.3	0.1	1.2	26.7	1.2	-6.0	1.4	0.2	-5.9
(7) NC(=O)CN(N=Nc1cccc([N+](=O)[O-])c1)c1cccc([N+](=O)[O-])c1
→ 3.6	-2.2	-0.4	1	13.1	-0.9	0.7	1	55.0*	-7.8
(8) Cc1ccc(N2CCN(/N=C/c3c(C)nn(-c4ccccc4)c3Cl)CC2)cc1
→ 2.4	0.4	-0.2	1	1.5	-4.9	-7.5	0.9	89.3*	-9.2
(9) CNc1cnn(-c2ccccc2)c(=O)c1Cl
→ 1.7	-4.5	-0.1	1	.	0.8	-7.0	1.1	-11.7	-9.6
(10) FC(F)(F)c1cccc(N/N=C/c2ccccc2)c1
→ 1.4	0.8	-0.3	0.9	-2.1	-6.9	-2.5	1	-13.1	0.8
(11) CC(O)CCc1ccc(O)cc1 (stereo unspecified)
→ 1.2	-1.0	-0.2	1.1	-9.7	-2.2	-2.2	1.1	-2.8	-12.7
(12) O=C(NCCCN1CCOCC1)c1ccc(CS(=O)(=O)Cc2ccccc2Cl)o1
→ 0.4	0.1	-0.2	1	5.5	-0.2	-5.4	1	3.2	-2.4
(13) CCN(CC)C(=O)CSc1nnc(CNc2ccc(F)cc2)o1
→ 0.5	2.1	0.0	1	.	-1.3	-4.8	1	-2.8	-10.6
(14) Cc1sc2ncnc(SCC(=O)N3c4ccccc4Sc4ccc(Cl)cc43)c2c1C
→ 7.7	0.7	-0.3	1	7.6	3.8	-3.7	1	2.4	-10.7
(15) O=C(Nc1ccccc1F)c1ccc(Cn2cc(Cl)cn2)cc1
→ 4.6	-0.3	-0.2	.	8.2	-0.4	-11.9	.	-8.7	-3.5
(16) Cn1c(C2=C(O)CN(c3ccccc3)C2=N)nc2ccccc21
→ 0.6	-0.4	-0.2	1.1	-17.0	-7.8	-2.8	1	1.6	-8.8
(17) CCC(=O)n1nc(-c2ccco2)nc1SCc1ccccc1
→ -0.2	0.4	-0.3	1.4	-14.4	-0.6	0.8	1.8	-4.1	7.0
(18) COc1cc(NC(=O)C2CCCN(S(=O)(=O)c3cccc4nsnc34)C2)cc(OC)c1 (stereo unspecified)
→ 4.0	1.4	-0.2	0.9	-6.5	1.6	-4.6	0.7	12.0	-0.1
(19) Cc1cc2nc(N3C(=O)CNC3=S)sc2cc1C
→ 1.1	-0.4	0.0	0.9	4.9	-0.2	-7.8	0.9	2.0	-33.8
(20) COc1ccc(-c2nc3nc(C)cc(=O)n3[nH]2)cc1
→ -0.8	0.3	-0.2	1	.	-0.9	-2.0	1	-1.5	-12.1
(21) Cc1cnc(NC(=O)c2cccc(S(=O)(=O)N3CC(C)OC(C)C3)c2)s1 (stereo unspecified)
→ 1.0	0.1	-0.2	1	-2.6	0.9	-2.5	1	15.0	-7.4
(22) O=C(NCCCN1CCOCC1)C1CC(=O)N(CCc2ccccc2)C1 (stereo unspecified)
→ 2.3	0.4	0.1	0.9	-51.4	-0.7	-3.6	1	1.9	-10.0
(23) Cc1ccc(S(=O)(=O)N2CCC(C(=O)N3CCC(C(=O)NCc4cccnc4)CC3)CC2)cc1
→ 0.5	1.9	-0.2	0.9	-1.2	-11.3	-2.6	0.9	-8.1	-11.7
(24) COc1ccccc1Nc1c([N+](=O)[O-])cc(C)cc1[N+](=O)[O-]
→ 5.8	-0.1	0.0	1	4.0	-4.1	15.2	1	0.2	7.4
(25) CCCN1CCN(CCCNC(=O)C2CCN(c3nnc(-n4cccc4)s3)CC2)CC1
→ 3.0	-0.2	0.3	1	-38.0	-6.7	-2.7	1.1	24.1	-15.8
(26) O=C(O)c1cc2nc(-c3ccc(F)cc3)cc(C(F)(F)F)n2n1
→ -0.6	1.5	-0.1	0.7	0.8	-1.0	-3.3	0.9	-0.2	-7.8
(27) C/C(CC1(O)C(=O)N(Cc2ccccc2)c2ccccc21)=N\O (stereo unspecified)
→ -0.9	1.5	-0.4	1	.	-3.0	-5.9	1	2.3	-9.2
(28) Cc1c(Br)cc(-c2nnco2)cc1Br
→ 0.7	-0.1	-0.3	0.9	14.7	-1.6	-3.9	0.8	-2.7	-10.9
(29) OC(CN1CCN(c2ccccn2)CC1)Cn1c2ccc(Cl)cc2c2cc(Cl)ccc21 (stereo unspecified)
→ -1.1	0.2	-0.3	1.1	.	6.2	-4.1	1.5	45.6	-5.1
(30) COC(=O)C1=C(N)Oc2cc(C)[nH]c(=O)c2C1c1cc(OC)c(OC)c(OC)c1 (stereo unspecified)
→ 1.6	2.2	-0.4	1	-13.2	0.8	-1.4	0.9	-3.7	-5.3
(31) Cc1ccc(-n2nc3c(=S)[nH]nc(C)c3c2C)cc1
→ 2.4	-2.7	0.2	0.9	.	-0.9	-4.2	1	-1.8	-4.2
(32) COC(=O)c1cc(C#N)c(OC)nc1C
→ 3.2	11.0	-0.1	1.1	1.7	-3.5	-8.5	1	-4.9	-7.2
(33) O=C(Oc1ccccc1)c1ccccc1OS(=O)(=O)c1ccccc1
→ 5.0	0.0	-0.5	0.9	.	-0.7	-2.3	0.9	32.4	-3.8
(34) FC(F)Oc1ccc(/C=N/N2CCCCC2)c(OC(F)F)c1
→ -0.5	-1.9	-0.1	1	-6.0	-2.8	-3.6	1	7.8	-18.2
(35) Cc1c(C)c2c(C)nn(-c3ccccc3)c2[nH]c1=O
→ 1.6	-1.4	0.1	1.1	.	-3.3	-6.3	1	-5.9	4.5
(36) Cc1ccc(Cn2nc(C)c(NC(=O)CCCn3nc([N+](=O)[O-])c(Cl)c3C)c2C)cc1
→ 2.6	-0.7	-0.3	0.9	-1.1	-5.3	-4.9	1	7.7	-14.9
(37) Cc1cc(C)n(C(=O)c2ccc([N+](=O)[O-])cc2N)n1
→ 1.0	0.0	-0.2	1.2	-15.8	-3.5	0.2	1.1	-2.6	2.5
(38) O=C(Cn1cccc1C(=O)c1ccccc1)NCc1ccccn1
→ 1.3	-0.3	-0.3	1.2	-35.2	0.8	-1.0	1.1	-5.3	0.3
(39) CCOC(=O)c1cc2cc([N+](=O)[O-])cc(OC)c2oc1=O
→ 0.0	0.0	-0.1	0.9	-13.1	-1.5	13.1	1	-2.3	19.0
(40) COC(=O)C(C)Sc1nnc(Cc2cc(=O)[nH]c(=O)[nH]2)n1-c1cccc(OC)c1 (stereo unspecified)
→ 2.3	-1.1	-0.2	1	4.3	2.2	-7.5	0.9	-8.6	-14.6

Single records, from the list above:
Shown for Cc1ccc(Cn2nc(C)c(NC(=O)CCCn3nc([N+](=O)[O-])c(Cl)c3C)c2C)cc1 : RAM inhibit = 2.6; DTT redox prof = -0.7; Hsp70 act = -0.3; PMI activator = 0.9; S1P3 antag = -1.1; HMGR II inh = -5.3; TNAP inh hiacc = -4.9; PMI act hi M6P = 1; L major viab = 7.7; TNAP inh noacc = -14.9
Shown for Cc1c(C)c2c(C)nn(-c3ccccc3)c2[nH]c1=O : RAM inhibit = 1.6; DTT redox prof = -1.4; Hsp70 act = 0.1; PMI activator = 1.1; S1P3 antag = .; HMGR II inh = -3.3; TNAP inh hiacc = -6.3; PMI act hi M6P = 1; L major viab = -5.9; TNAP inh noacc = 4.5

(continued)
Value order – RAM inhibit	DTT redox prof	Hsp70 act	PMI activator	S1P3 antag	HMGR II inh	TNAP inh hiacc	PMI act hi M6P	L major viab	TNAP inh noacc
(41) O=C(NCCCN1CCOCC1)C(=O)N/N=C/c1c2ccccc2cc2ccccc12
→ -0.1	-0.1	0.1	1.1	2.1	-7.5	-5.3	0.9	-2.6	1.5
(42) Cc1ccc(S(=O)(=O)N(C)C)cc1NC(=O)C(C)Sc1ccccc1 (stereo unspecified)
→ 0.1	-0.3	-0.2	0.9	1.0	8.3	-0.2	0.9	-8.0	-0.4
(43) Cc1ccnc(N/C=C(/NC(=O)c2ccccc2)C(=O)NN)n1
→ 1.1	-0.7	0.0	1.1	-0.5	-1.7	-8.5	1.1	-13.1	3.0
(44) COc1ccccc1N1CCN(CC(O)COCCOc2ccc(Br)cc2)CC1 (stereo unspecified)
→ 0.2	-0.2	-0.4	1.2	4.2	-5.4	-2.8	1.1	-2.9	-1.4
(45) N#Cc1c(NC(=O)CSc2nnnn2C2CCCC2)sc2c1CCCC2
→ 2.3	-3.3	0.0	1	-12.4	-4.1	2.2	1.1	-2.4	1.6
(46) O=C(NC(=S)Nc1ccc(N2CCOCC2)cc1)c1cccs1
→ 2.0	-0.9	0.1	0.9	-13.3	0.2	4.4	0.9	-6.8	10.8
(47) CN(CC(=O)O)S(=O)(=O)c1ccc(F)cc1
→ 0.1	0.5	-0.5	1.1	.	-0.6	-2.9	1.1	-5.2	-10.2
(48) CCOc1ccc2[nH]cc(C(=O)NCCCN3CCOCC3)c(=O)c2c1
→ 1.5	-0.4	-0.1	1	1.0	-1.9	-6.1	1.1	5.1	-7.5
(49) CCOC(=O)N1CCC(NC(=O)c2ccc(N3CCC4(CC3)OCCO4)c([N+](=O)[O-])c2)CC1
→ 1.0	-1.3	-0.3	0.8	20.8	-1.2	6.1	0.9	-2.8	2.3
(50) CCOc1ccc(/C=C/c2c([N+](=O)[O-])c(=O)n(C)c(=O)n2C)cc1
→ 1.3	0.0	-0.1	1	-17.3	-6.3	-3.2	1.1	65.2*	-10.1
(51) O=C(N1CCCCC1)N1CCN(C(=O)N(c2ccccc2)c2ccccc2)CC1
→ -0.3	0.4	-0.2	0.9	-13.9	-3.1	-1.8	0.9	-5.8	-6.7

Sorted by value in Hsp70 act (smallest number first): four of the compounds above.
cpd	canonical_smiles	Hsp70 act
49	CCOC(=O)N1CCC(NC(=O)c2ccc(N3CCC4(CC3)OCCO4)c([N+](=O)[O-])c2)CC1	-0.3
42	Cc1ccc(S(=O)(=O)N(C)C)cc1NC(=O)C(C)Sc1ccccc1 (stereo unspecified)	-0.2
45	N#Cc1c(NC(=O)CSc2nnnn2C2CCCC2)sc2c1CCCC2	0.0
46	O=C(NC(=S)Nc1ccc(N2CCOCC2)cc1)c1cccs1	0.1
